PAX8 inh HTS = inhibitors of PAX8-driven TPO luciferase reporter, primary screen, RMG-I cells, single concentration | SteadyGlo, 24 h | inhibition, % at 12.6 µM | 360,000 tested, 1.2% active | AID 652154, 2013;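 active = mean replicate inhibition at least 60% with every replicate also reaching 60%; inconclusive = only one of the two criteria is met; inactive = mean below 60% and not all replicates reaching 60%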;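 note: luciferase light reporting Pax8 driven TPO promoter activity; plate controls were median of neutral control wells for no effect and mitoxantrone controls for full effect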
SIRT5 inh = SIRT5 desuccinylase inhibitors, primary screen, biochemical, fluorescence imaging, single point, set 5 | NAD-dependent protein deacylase sirtuin-5, mitochondrial (Homo sapiens), Q9NXA8 | Purified SirT5, succinyl-peptide AMC, trypsin-coupled fluorescence | inhibition, % at 15 µM | 330,000 tested, 1.1% active | AID 652115, 2013; in the data active = inhibition above about 15%; inconclusive = no clear call, values can overlap the other calls
Target sequence (Q9NXA8 whole entry, looked up): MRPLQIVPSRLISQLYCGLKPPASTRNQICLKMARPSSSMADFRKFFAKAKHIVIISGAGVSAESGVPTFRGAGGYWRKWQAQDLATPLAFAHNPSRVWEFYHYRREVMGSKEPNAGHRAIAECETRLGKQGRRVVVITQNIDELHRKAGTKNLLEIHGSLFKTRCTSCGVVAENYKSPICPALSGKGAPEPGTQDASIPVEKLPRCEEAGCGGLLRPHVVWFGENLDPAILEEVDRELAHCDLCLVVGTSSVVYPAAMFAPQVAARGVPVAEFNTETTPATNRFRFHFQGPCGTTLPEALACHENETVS
CASP6 VEID inh = human caspase-6 inhibitors, primary screen, biochemical, VEID-R110 fluorescence, single point, set 2; P55212; purified caspase-6, Z-VEID-R110 cleavage fluorescence; inhibition, % at 12.5 µM; 350,000 tested, 0.53% active; AID 686996, 2013;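 active = mean inhibition across replicates at least about 35%, with every replicate also reaching that limit, limit read from the data; inconclusive = only one of the two criteria met; inactive = neither criterion met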;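 note: 0% = median of neutral control wells and 100% = no fluorescence left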
Target sequence (P55212 24-179 limits assumed): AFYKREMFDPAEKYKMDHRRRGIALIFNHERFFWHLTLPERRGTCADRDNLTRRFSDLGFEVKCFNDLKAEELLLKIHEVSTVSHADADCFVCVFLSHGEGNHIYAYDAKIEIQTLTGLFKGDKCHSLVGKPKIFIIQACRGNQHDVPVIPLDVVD
Target sequence (P55212 194-293 limits assumed): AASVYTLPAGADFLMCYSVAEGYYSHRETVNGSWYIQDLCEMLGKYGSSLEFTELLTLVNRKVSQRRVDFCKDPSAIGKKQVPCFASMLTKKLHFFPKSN
ARNT-TACC3 inh = disruptors of ARNT/TACC3 protein interaction, primary screen, biochemical, AlphaScreen, single concentration; 390,000 tested, 0.66% active; AID 623870, 2012; Transforming acidic coiled-coil-containing protein 3 (Homo sapiens), Q9Y6A5; inhibition, % at 9.99 µM; AlphaScreen His-ARNT PAS-B/GST-TACC3 binding, luminescence; TACC3 fragment carries E629A point mutation;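 active = mean inhibition of replicates at least 50% and at least half of replicates each reaching 50%; inconclusive = half or more replicates reach 50% but mean below 50%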;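 note: 0% = complete ARNT plus TACC3 wells and 100% = ARNT alone without TACC3; many hits fall short of the cut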
LGR2 antag = inhibitors of bursicon-induced LGR2 CRE-luciferase signal, primary screen, cell-based, HEK293, CRE-luciferase reporter, bursicon stimulation. Drosophila bursicon receptor LGR2 (rickets). bursicon-stimulated, 4 h. inhibition, % at 9.99 µM. 380,000 tested, 0.35% active;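 active = drop in luminescence signal, shown as inhibition above about 50% in the replicate tests, limit read from the data, passing the limit was not always enough; inconclusive = probably only some replicates passing the limit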;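 note: agonist challenge used bursicon conditioned medium at about half maximal strength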
DENV2 CPE rescue = inhibitors of DENV2 cytopathic effect, primary screen, cell-based, plate reader, single concentration. DENV2-infected cells, cytopathic effect rescue. CPE inhibition, % at 9.99 µM. 350,000 tested, 1.7% active. AID 651640, 2012; in the data active = CPE inhibition above about 20%, passing the limit was not always enough; inconclusive = no clear call, values can overlap the other calls; tested in BHK-21 cells;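 note: 0% = median of neutral control wells and 100% = median of positive control wells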
EWS-Fli block = EWS/Fli-driven NR0B1 reporter inhibitors, primary screen, A673 cells, NR0B1 luciferase, luminescence, MLPCN library; viability-normalised; inhibition, % at 12.6 µM; 350,000 tested, 0.67% active;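 active = mean inhibition of at least 50% after viability correction, with every replicate also passing that limit; inconclusive = mean reaches 50% but only one of two replicates passes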;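 note: firefly luciferase signal divided by Alamar Blue viability fluorescence both relative to DMSO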
* = called active by the depositor; ? = inconclusive; nt = no result given; & = joins results of further samples.

1	C[C@@H]1CN([C@H](C)CO)C(=O)c2cc(N(C)C)ccc2O[C@@H]1CN(C)Cc1ccc(C(F)(F)F)cc1
2	COCc1ccc(C(=O)Nc2cccc(S(=O)(=O)N(C)c3ccccc3)c2)cc1
3	C[C@@H]1CN([C@@H](C)CO)C(=O)c2cc(NS(C)(=O)=O)ccc2O[C@@H]1CN(C)C(=O)NC1CCCCC1
4	Cc1ccc(-c2nn(CCC(=O)Nc3cccnc3)c(=O)c3ccccc23)cc1
5	CO[C@@H]1CN(C)C(=O)c2ccc(NC(=O)c3ccc(-c4ccccc4)cc3)cc2OC[C@H](C)NC[C@@H]1C
assay / entry	1	2	3	4	5
PAX8 inh HTS	4	21	6	10	65*
SIRT5 inh	1	nt	-1	8	2
CASP6 VEID inh	-3	0	2	3	nt
ARNT-TACC3 inh	5	nt	-2	nt	6
LGR2 antag	9	17	1	10	7
DENV2 CPE rescue	-2	2	-4	3	5
EWS-Fli block	1	-2	-7	-8	14

6	CC(C)NC(=O)N(C)C[C@@H]1OCCCC[C@H](C)Oc2ccc(NC(=O)Nc3cccc4ccccc34)cc2C(=O)N([C@H](C)CO)C[C@@H]1C
7	COc1ccc(-c2ccccc2[C@H]2[C@@H](C#N)N(C(=O)C3CCCC3)[C@H]2CO)cc1
8	C[C@H]1CN([C@@H](C)CO)C(=O)Cc2cc(NC(=O)Nc3ccc(F)cc3)ccc2O[C@H]1CN(C)Cc1ccc(C(F)(F)F)cc1
9	CCC(C)[C@@H](N)C(=O)N/N=C/c1ccc2ncccc2c1 (stereo partly specified)
10	CCCC#Cc1ccc([C@@H]2[C@@H](C#N)N(C(=O)C3CCCC3)[C@H]2CO)cc1
assay / entry	6	7	8	9	10
PAX8 inh HTS	-3	22	nt	-15	1
SIRT5 inh	10	-1	8	-2	0
CASP6 VEID inh	1	1	-1	-4	0
ARNT-TACC3 inh	nt	nt	nt	2	-9
LGR2 antag	-2	-4	1	-4	9
DENV2 CPE rescue	-10	6	3	1	17
EWS-Fli block	4	-2	-16	-12	-3

11	CO[C@H]1CN(C)C(=O)c2cc(NC(=O)Nc3cc(F)ccc3F)ccc2OC[C@H](C)NC[C@H]1C
12	COc1ccc2c(c1)c(C(=O)CN1CCc3ccccc3C1)c(C)n2C
13	Cc1noc(C)c1COC(=O)c1cnc(Cl)c(Cl)c1
14	Cc1ccccc1Nc1nc(N)nc(COC(=O)c2ccc(O)cc2)n1
15	CCCNC(=O)C1(C)CCN(Cc2ccc(-c3ccccn3)cc2)C1 (stereo unspecified)
assay / entry	11	12	13	14	15
PAX8 inh HTS	1	3	-25	-33	4
SIRT5 inh	-4	-4	4	nt	nt
CASP6 VEID inh	-2	3	1	nt	0
ARNT-TACC3 inh	-1	nt	-9	1	nt
LGR2 antag	21	nt	-13	-22	nt
DENV2 CPE rescue	6	3	-4	nt	2
EWS-Fli block	0	-5	3	nt	3

16	O=C(C[C@H]1C[C@@H]2c3cc(NC(=O)C4CCC4)ccc3O[C@@H]2[C@H](CO)O1)NCCc1ccccc1
17	COC(=O)C[C@H]1C=C[C@H](NC(=O)Nc2ccccc2)[C@@H](CO)O1
18	OCCCNc1c2ccccc2nc2ccccc12
19	COc1ccccc1NC(=O)CN1C(=O)COc2ccc(S(=O)(=O)N3CCC(C)CC3)cc21
20	Cc1ccc(S(=O)(=O)Nc2cccc3c2O[C@H](CN(C)Cc2ccc(Cl)c(Cl)c2)[C@H](C)CN([C@H](C)CO)C3=O)cc1
assay / entry	16	17	18	19	20
PAX8 inh HTS	6	15	33	20	1
SIRT5 inh	3	-6	1	3	nt
CASP6 VEID inh	1	2	-2	1	nt
ARNT-TACC3 inh	-3	nt	-7	-5	nt
LGR2 antag	3	-6	19	11	13
DENV2 CPE rescue	2	?	1	-2	nt
EWS-Fli block	3	7	20	nt	-6

21	Cc1ccc(NC(=S)NCc2ccc(F)cc2)c(C)c1
22	C[C@@H]1CCCCO[C@@H](CN(C)C(=O)Cc2ccccc2)[C@@H](C)CN([C@@H](C)CO)C(=O)c2cc(NC(=O)C3CCCCC3)ccc2O1
23	COc1cccc(-c2ccc(C3[C@H]4CNC[C@@H]3N4Cc3ccccc3F)cc2)c1 (stereo partly specified)
24	C[C@H]1CN([C@@H](C)CO)S(=O)(=O)c2ccc(C#CC3CC3)cc2O[C@@H]1CN(C)CC1CCOCC1
25	CC(C)n1ncc2c(C(=O)NCc3cccnc3)cc(C3CC3)nc21
assay / entry	21	22	23	24	25
PAX8 inh HTS	-10	1	6&-40	nt	-12
SIRT5 inh	-3	nt	nt	6	-12
CASP6 VEID inh	2	nt	nt	-2	-1
ARNT-TACC3 inh	22	4	nt	0	0
LGR2 antag	-7	18	0&7	8	10
DENV2 CPE rescue	1	1	13&9	7	-8
EWS-Fli block	8	0	-2&41	35	15

26	CC1N(C)c2cc(NC(=O)c3ccco3)c(P(=O)(Nc3ccc([N+](=O)[O-])cc3)N3CCOCC3)cc2C1(C)C (stereo unspecified)
27	CC(O)C(O)C(O)C(O)/C=N/NC(=O)c1ccccc1 (stereo unspecified)
28	COc1ccc(NS(=O)(=O)c2cccc(NC(=O)c3cnccn3)c2)cc1Br
29	CN1C(=O)c2cc(NC(=O)C3CC3)ccc2OC[C@H]2O[C@@H](CC(=O)O)CC[C@H]21
30	Cc1ccccc1-c1nnc(SCC(=O)Nc2cccnc2Cl)o1
assay / entry	26	27	28	29	30
PAX8 inh HTS	13	11	22	nt	-44
SIRT5 inh	-1	1	-1	2	nt
CASP6 VEID inh	3	-3	4	-2	-3
ARNT-TACC3 inh	3	nt	nt	nt	6
LGR2 antag	16	nt	-15	9	-32
DENV2 CPE rescue	7	-4	nt	-3	?
EWS-Fli block	3	3	1	-1	32

31	CO[C@@H]1CN(C)C(=O)c2ccc(NC(=O)c3cnccn3)cc2OC[C@H](C)N(C)C[C@H]1C
32	Cc1ccc(S(=O)(=O)NCc2ccccc2)cc1C(=O)NCc1ccncc1
33	C/C=C/C1=CC(=O)C[C@H](c2ccc(F)cc2)C1
34	CN(C)Cc1cn(CC[C@H]2CC[C@@H](NS(=O)(=O)c3ccccc3)[C@@H](CO)O2)nn1
35	COc1ccccc1-c1ccc2n(c1=O)C[C@@H]1[C@@H](CO)[C@H](C(=O)Nc3nccs3)N(C)[C@H]21
assay / entry	31	32	33	34	35
PAX8 inh HTS	-3	-8	-5	nt	nt
SIRT5 inh	nt	nt	-1	-4	0
CASP6 VEID inh	nt	0	-4	0	1
ARNT-TACC3 inh	-9	nt	1	-11	nt
LGR2 antag	14	9	7	27	5
DENV2 CPE rescue	nt	17	-3	9	9
EWS-Fli block	2	2	-2	3	4

36	COc1ccccc1-n1cccc1C=O
37	COc1ccc(C#Cc2ccc([C@H]3[C@@H](CO)N4C(=O)CN(C(=O)c5ccc(F)cc5)C[C@H]34)cc2)cc1
38	COc1ccc(NC(=S)NC(=O)c2ccc(Br)o2)cc1
39	Cc1ccn(S(=O)(=O)c2ccc3oc(=O)ccc3c2)n1
40	CCOc1ccccc1CNCc1ccc(C(=O)O)cc1
assay / entry	36	37	38	39	40
PAX8 inh HTS	-1	nt	-49	4	6
SIRT5 inh	0	2	nt	-3	-4
CASP6 VEID inh	2	1	nt	-2	-2
ARNT-TACC3 inh	-7	nt	-12	-4	-15
LGR2 antag	8	23	-67	-7	nt
DENV2 CPE rescue	3	-10	nt	10	12
EWS-Fli block	4	5	nt	-2	1

41	O=C(CCN1C(=O)C2C3C=CC(C3)C2C1=O)N1CCN(c2ccc([N+](=O)[O-])cc2)CC1 (stereo unspecified)
42	Cc1ccc(S(=O)(=O)N[C@@H]2CC[C@H](CCNC(=O)Cc3ccccn3)O[C@@H]2CO)cc1
43	O=C(Nc1ccc(NC(=O)c2cccs2)cc1)c1cccs1
44	C[C@@H]1CCCCO[C@H](CN(C)CC2CC2)[C@@H](C)CN([C@H](C)CO)C(=O)c2cc(NC(=O)Nc3ccc(F)cc3)ccc2O1
45	COc1ccc(CN(C)C[C@H]2Oc3ccc(NC(=O)NC4CCCCC4)cc3CC(=O)N([C@H](C)CO)C[C@H]2C)cc1
assay / entry	41	42	43	44	45
PAX8 inh HTS	-6	-19	-84	2	8
SIRT5 inh	0	0	-4	1	5
CASP6 VEID inh	0	-6	0	2	0
ARNT-TACC3 inh	-3	-2	4	7	0
LGR2 antag	-21	4	-32	-8	7
DENV2 CPE rescue	nt	7	-6	?	6
EWS-Fli block	6	-2	-75	-2	nt

46	Cc1ccc([N+](=O)[O-])cc1S(=O)(=O)Nc1ccc(N2CCOCC2)cc1
47	COc1ccc(C2/C=C\CN(C(=O)C3CCCCC3)CC(=O)N2Cc2ccc(F)cc2)cc1 (stereo unspecified)
48	O=C(/C=C/c1ccco1)NCC(=O)N/N=C/c1ccc([N+](=O)[O-])cc1
49	Cc1cc(CNC(=O)CCc2nnc(CCCc3ccccc3)o2)nn1C
50	COc1cc(/C=C/C(=O)O)cc(S(=O)(=O)Nc2ccc3cn[nH]c3c2)c1OC
assay / entry	46	47	48	49	50
PAX8 inh HTS	-4	-10	1	-42	9
SIRT5 inh	-4	-6	1	-1	3
CASP6 VEID inh	1	-1	3	-5	6
ARNT-TACC3 inh	15	-7	-15	0	nt
LGR2 antag	-9	5	4	-32	4
DENV2 CPE rescue	0	?	-6	-3	3
EWS-Fli block	1	-3	5	-42	9

51	COC(=O)c1ccc(NC(=O)CCN2C(=O)C3CC=CCC3C2=O)cc1 (stereo unspecified)
52	Cc1ccc(Cc2c(C)[nH]c(=S)[nH]c2=O)cc1
53	Cn1c(SCC(=O)Nc2cccnc2)nnc1-c1ccccc1F
54	COc1ccccc1NC(=O)COC(=O)c1ccc(N2CCCC2=O)cc1
55	CCOc1cc(/C=N/NC(=O)C(OC)c2ccccc2)ccc1O (stereo unspecified)
assay / entry	51	52	53	54	55
PAX8 inh HTS	-9	22	-10	-7	-3
SIRT5 inh	-2	0	nt	-7	2
CASP6 VEID inh	0	-4	0	0	0
ARNT-TACC3 inh	31	-4	-2	-8	10
LGR2 antag	-1	-1	2	9	nt
DENV2 CPE rescue	3	1	-7	-3	5
EWS-Fli block	-8	3	-4	-3	6

56	CCC(C)NC(=O)c1ccc(CN2CCc3ccccc3C2)cc1 (stereo unspecified)
57	Cc1cccc(NC(=O)CSc2nncn2N)c1C
58	COc1ccc(NS(=O)(=O)c2cc(NC(=O)CCc3ccc(OC)c(OC)c3)ccc2N2CCOCC2)cc1
59	COCC(=O)N1C[C@@H](C)[C@H](OC)CN(C)C(=O)c2cc(NC(=O)C3CCC3)ccc2OC[C@@H]1C
60	O=C(NNC(=O)c1cc2ccccc2o1)c1ccncc1
61	CS(=O)(=O)N1[C@H](CO)[C@@H](c2ccccc2)[C@@H]1C#N
62	Cc1nc(C)n(C(C)CNS(=O)(=O)c2ccc(Cl)cc2)n1 (stereo unspecified)
63	CCCN1CCN(C(=O)CCNC(=O)Cn2cnc3ccccc3c2=O)CC1
assay / entry	56	57	58	59	60	61	62	63
PAX8 inh HTS	12	6	8	-2	-3	0	9	-2
SIRT5 inh	2	-2	-2	2	5	5	-2	-1
CASP6 VEID inh	-1	0	-2	-1	-1	-2	-1	6
ARNT-TACC3 inh	1	nt	8	-3	-2	3	0	-7
LGR2 antag	10	-8	-5	-1	-2	36	-4	-12
DENV2 CPE rescue	13	-15	1	23*	-2	1	6	-3
EWS-Fli block	0	5	10	1	0	-13	-3	-4

Whole records from above. Order of screens: PAX8 inh HTS, SIRT5 inh, CASP6 VEID inh, ARNT-TACC3 inh, LGR2 antag, DENV2 CPE rescue, EWS-Fli block
CCC(C)NC(=O)c1ccc(CN2CCc3ccccc3C2)cc1 (stereo unspecified) across the screens: 12, 2, -1, 1, 10, 13, 0
COc1ccc(NS(=O)(=O)c2cc(NC(=O)CCc3ccc(OC)c(OC)c3)ccc2N2CCOCC2)cc1 across the screens: 8, -2, -2, 8, -5, 1, 10
